Screening data (PubChem BioAssay)
West Nile antiviral – inhibition of WNV-induced cytopathic effect – cell-based, CPE readout (AID 1621) | 290,000 tested, 0.02% active | CPE inhibition, % at 10 µM, or IC50 in µM where a hit was titrated | West Nile virus-infected cells, CPE inhibition; higher % means a stronger effect; in the data active = a potency from the dose series; also: strong numbers were not always called active
Myeloid diff 2 – myeloid differentiation induction; ER-HoxA9 myeloid progenitors, lysozyme-GFP differentiation, flow cytometry; calls only at 10 µM; 360,000 tested, 1% active; AID 624256;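 active = normalized GFP-positive differentiation at or above the plate's own cutoff, the solvent-only control mean plus 3 SD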;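 also: cells exposed to compound for four days before flow analysis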
Hep lipid drop – modulators of hepatic lipid droplet formation | AML12 mouse hepatocytes, oleate lipid droplets, BODIPY imaging | inhibition, % at 6.5 µM | AID 1656 | 240,000 tested, 0.4% active;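 active = lipid droplet intensity inhibited by at least 50%, with more than 500 cells counted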
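Material – AML12 mouse liver cells · Also added – oleate loading, 100 µM · Compound dosing – 6.5 µM single-point dosing · Times – overnight treatment with compound plus oleate · Measured by – fluorescence imaging, 20x objective, two fields per well · Read-out – percent inhibition of filter-corrected integrated lipid droplet intensity per well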
Ins promoter up – MIN6 insulin promoter up-regulation. 190,000 tested, 0.3% active. AID 1625. z-score at 5 µM. MIN6 insulin promoter-GFP reporter, high-content imaging; active compounds read high;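 active = z-score above 3 at 5 µM with at least 500 cells counted in the well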
Autophagy mod – alters autophagy in cells; MEF GFP-LC3 puncta imaging; test concentration mostly 10 µM; 190,000 tested, 0.98% active; calls only at 10 µM (by protocol); AID 463193;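 active = percentage of spot-positive cells more than 3 SD above its plate mean, without a fluorescence outlier flag or 80% toxicity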;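 also: spot-positive cell cutoff set from DMSO-treated cells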
bCat nuc transl – beta-catenin nuclear translocation modulation; HeLa beta-catenin nuclear translocation, immunofluorescence imaging; AID 1665; nuclear translocation activity, % at 5 µM; 190,000 tested, 0.3% active;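 active = nuclear translocation activity above 50% at 5 µM, with a well cell count of 50 or more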;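 also: per-cell ratio of nuclear to cytoplasmic median beta-catenin stain intensity; plate controls were DMSO negative control for no effect and GSK-3 inhibitor IX positive control for full effect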
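assay system = human HeLa cells, endogenous beta-catenin | times = compound treatment 24 h, 37°C, 5% CO2 | detection = Anti-beta-catenin immunofluorescence on PFA-fixed, Triton-permeabilized cells, DAPI nuclei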
WT yeast gro inh – growth inhibition of WT yeast, mitochondrial fusion screen; mitochondrial fusion phenotypic screen, WT strain; inhibition, % at 10 µM; 190,000 tested, 2.1% active; AID 1362; in the data active = inhibition above about 58%; tested in S. cerevisiae
MT stabilize HCS – stabilizes microtubules in HeLa cells. HeLa tubulin immunostaining HCS, 24 h; share of cells brighter than vehicle mean+2SD. 200,000 tested, 0.83% active. % tubulin-high responders, % at 10 µM;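 active = plate Z-score above 3 for both tubulin-high and condensed-nucleus cell shares, with cell loss under 80%, at 10 µM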;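 also: anti alpha tubulin signal scored within the nucleus-defined area of each cell; some results filed as inactive read as strong as hits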
T cell modulator – T cell immune modulation candidate; 2C CD8+ T cell-vesicle binding, flow cytometry; active compounds read low; calls only at 7 µM; 330,000 tested, 0.068% active;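 active = response, share of CD8 T cells binding vesicles, and their 90th percentile fluorescence all below set limits, cut at about 80% in these data, passing the limit was not always enough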
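Assay system: 2C TCR transgenic mouse naive CD8+ T cells, MACS-purified | Read-out: CD8+ gate FL2 mean fluorescence as % of same-row positive control | Signal: High-throughput flow cytometry with anti-B7-1 and anti-CD8 staining | Timing: Binding step 1.5 h, 37 °C, antibody labelling 20 min, ice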
WT yeast gro inh mutant strain – recorded beside WT yeast gro inh, whose call it bears; inhibition, %; mitochondrial fusion phenotypic screen, mutant strain inhibition
Ins promoter up cell count – second read-out of Ins promoter up, no call of its own (marks repeat the call); cell count; measured here: cytotoxicity, nuclei count;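 total cells summed across four imaged fields per well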
Hep lipid drop cells 6.5 µM – further read-out of Hep lipid drop, marked with its call; cell count; measured here: cell count, cytotoxicity flag;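 cells counted across two imaged fields per well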
bCat nuc transl cell count 5 µM – recorded beside bCat nuc transl, whose call it bears; cell count; measured here: cell count, cytotoxicity flag
T cell modulator vesicle-bound % – further read-out of T cell modulator, marked with its call; double positive events, %; measured here: CD8+ vesicle-bound cell fraction;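 binding gate set so that unloaded-vesicle control wells show 10% double positive cells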
MT stabilize HCS Hoechst-high % – also measured in MT stabilize HCS; calls as there; % Hoechst-high responders; measured here: nuclear condensation Hoechst responders;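 share of cells brighter than vehicle mean plus two SD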
MT stabilize HCS cytotoxicity % – second read-out of MT stabilize HCS, no call of its own (marks repeat the call); toxicity, %; measured here: cytotoxicity by cell density;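 0% = mean cell density of plate MIN control wells and 100% = no cells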
Autophagy mod cell loss 18 h – also measured in Autophagy mod; calls as there; toxicity, %; measured here: cell loss, nuclei count;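 cell loss after 18 h compound exposure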
Myeloid diff 2 GFP+ MAC1+ % – further read-out of Myeloid diff 2, marked with its call; GFP+ MAC1+ double positive, %; measured here: differentiation confirmed by MAC1 staining
An asterisk follows results filed as active; i = inactive; / = no result given; + = active, no number; & = joins results of further samples.

SMILES | West Nile antiviral | Myeloid diff 2 | Myeloid diff 2 GFP+ MAC1+ % | Hep lipid drop | Hep lipid drop cells 6.5 µM | Ins promoter up | Ins promoter up cell count | Autophagy mod | Autophagy mod cell loss 18 h | bCat nuc transl | bCat nuc transl cell count 5 µM | WT yeast gro inh | WT yeast gro inh mutant strain | MT stabilize HCS | MT stabilize HCS Hoechst-high % | MT stabilize HCS cytotoxicity % | T cell modulator | T cell modulator vesicle-bound %
CN1C(=O)c2ccccc2N(C)C1c1cccs1 (stereo not drawn) | 0.0% | i | 0.0 | / | / | 0.24 | 1074 | i | -13 | -1.8 | 1054 | 4 | -5 | 1.8 | 2.1 | 9.0 | i | 4
Cc1ccc(S(=O)(=O)N2CCOCC2)cc1C(=O)N1C(=O)c2cccc(N)c2C1=O | -0.5% | i | 5.2 | / | / | / | / | i | -1 | / | / | -1 | -3 | 3.7 | 3.3 | 12 | i | 28
O=C(Nc1ccc(S(=O)(=O)N2CCOCC2)cc1)c1ccc(Cl)cc1 | -0.1% | i | 1.7 | 11 | 630 | 0.49 | 804 | / | / | -0.8 | 1184 | 11 | 1 | / | / | / | i | 36
COc1ccc(CCNC(=O)c2cc3cccc(OC)c3oc2=O)cc1OC | -0.4% | i | 0.3 | -2 | 812 | / | / | / | / | / | / | / | / | / | / | / | i | 61
Cc1cc(C)n(CCOc2nonc2N)n1 | 0.0% | i | 5.4 | / | / | -0.43 | 1542 | i | -2 | -1.4 | 1430 | 2 | -9 | 3.9 | 1.8 | 2.1 | i | 68
C[C@H](NC(=O)C1CC(=O)N(c2ccc3c(c2)OCCO3)C1)C(=O)NC1CCCC1 (stereo partly drawn) | -0.2% | i | 0.8 | 6 | 712 | / | / | / | / | / | / | / | / | / | / | / | i | 45
Cc1ccc(OCC(=O)N2CCc3ccccc32)cc1 | 0.0% | i | 0.3 | -5 | 674 | 0.9 | 1252 | i | 8 | / | / | -6 | -10 | 2.6 | 3.2 | 7.0 | i | 33
C=CCNC(=O)COC(=O)c1nc2nccc(C)n2n1 | -0.1% | i | 0.5 | 12 | 724 | 0.07 | 1280 | i | 7 | -0.1 | 1107 | -21 | -10 | 7.9 | 1.3 | 9.1 | i | 31
CCSC1(SCC)N=C(N)C2(C#N)C(c3ccccc3)NC(C)=CC12C#N (stereo not drawn) | 0.5% | i | 2.0 | / | / | -0.58 | 1526 | i | 3 | -5.9 | 959 | 25 | -31 | 5.9 | 3.1 | 7.3 | i | 8
COC(=O)c1ccc(Cn2cc(Cl)cn2)cc1 | 0.3% | i | 0.7 | / | / | -0.06 | 1180 | i | -15 | -4.0 | 1029 | 3 | -6 | 4.0 | 1.7 | 5.7 | i | 55
COC(=O)[C@H](CC(C)C)NC(=O)N1CCCCC1C (stereo partly drawn) | -0.2% | i | 0.1 | 6 | 725 | -0.12 | 1131 | / | / | 0.7 | 1296 | / | / | / | / | / | i | 56
CCOC(=O)c1cnc2ccc(C(=O)OC)cc2c1Nc1cccc(C(=O)O)c1 | 0.8% | i | 0.1 | -4 | 657 | -0.17 | 1644 | i | 14 | -0.8 | 1200 | -7 | 3 | 2.3 | 1.8 | 11 | i | 40
CCc1ccc(N=c2c([N+](=O)[O-])nn(-c3ccc4c(c3)OCCO4)n2O)cc1 | 0.6% | i | 0.2 | 26 | 684 | -0.59 | 999 | i | -4 | -0.9 | 1112 | 36 | 7 | 3.1 | 3.3 | 6.1 | i | 59
CCCSc1nc(NCc2ccco2)c2c3c(sc2n1)COC(C)(C)C3 | -0.4% | i | 1.8 | / | / | 0.76 | 1325 | i | -3 | -2.5 | 1321 | 70* | 40* | 1.9 | 2.1 | 10 | i | 20
Cc1cccc(CS(=O)(=O)Cc2ccc(C(=O)NC(C)c3ccccc3)o2)c1 (stereo not drawn) | -0.2% | i | 0.7 | 22 | 687 | / | / | / | / | / | / | / | / | / | / | / | i | 23
O=C(c1ccc(Cl)cc1)c1c[nH]c(C(=O)C(Cl)(Cl)Cl)c1 | 0.0% | i | 0.8 | 8 | 799 | -0.36 | 986 | i | -6 | -3.5 | 1171 | 82* | 63* | 2.7 | 2.1 | 3.6 | i | 45
Cc1c(C(=O)N2CCCCC2)sc(NC(=O)C2CC2)c1C#N | 0.0% | i | 5.8 | / | / | 0.58 | 1130 | i | -12 | -3.9 | 897 | -1 | 5 | 1.6 | 1.4 | 13 | i | 37
C[N+](C)(C)CC(=O)N/N=C/c1c2ccccc2cc2ccccc12 | 0.3% | i | 5.2 | 12 | 709 | / | / | / | / | / | / | / | / | / | / | / | i | 28
CC1CCN(C(=O)/C=C/c2ccc(C(C)(C)C)cc2)CC1 | -1.3% | i | 0.1 | 23 | 609 | 0.04 | 1224 | i | 7 | 0.4 | 1001 | 62* | -13* | 3.0 | 1.9 | 10 | i | 29
CCSCCNC(=O)c1cncc(Br)c1 | 0.6% | i | 0.4 | 3 | 793 | 0.71 | 1164 | i | 8 | 2.2 | 1125 | 7 | -11 | 3.0 | 3.0 | 7.4 | i | 51

Shown with two lines to a compound: entries from further up
Each structure is followed by: West Nile antiviral	Myeloid diff 2	Myeloid diff 2 GFP+ MAC1+ %	Hep lipid drop	Hep lipid drop cells 6.5 µM	Ins promoter up	Ins promoter up cell count	Autophagy mod	Autophagy mod cell loss 18 h	bCat nuc transl	bCat nuc transl cell count 5 µM	WT yeast gro inh	WT yeast gro inh mutant strain	MT stabilize HCS	MT stabilize HCS Hoechst-high %	MT stabilize HCS cytotoxicity %	T cell modulator	T cell modulator vesicle-bound %
- CCc1ccc(N=c2c([N+](=O)[O-])nn(-c3ccc4c(c3)OCCO4)n2O)cc1
  0.6%	i	0.2	26	684	-0.59	999	i	-4	-0.9	1112	36	7	3.1	3.3	6.1	i	59
- CCCSc1nc(NCc2ccco2)c2c3c(sc2n1)COC(C)(C)C3
  -0.4%	i	1.8	/	/	0.76	1325	i	-3	-2.5	1321	70*	40*	1.9	2.1	10	i	20
- Cc1cccc(CS(=O)(=O)Cc2ccc(C(=O)NC(C)c3ccccc3)o2)c1 (stereo not drawn)
  -0.2%	i	0.7	22	687	/	/	/	/	/	/	/	/	/	/	/	i	23

Continuation.
SMILES | West Nile antiviral | Myeloid diff 2 | Myeloid diff 2 GFP+ MAC1+ % | Hep lipid drop | Hep lipid drop cells 6.5 µM | Ins promoter up | Ins promoter up cell count | Autophagy mod | Autophagy mod cell loss 18 h | bCat nuc transl | bCat nuc transl cell count 5 µM | WT yeast gro inh | WT yeast gro inh mutant strain | MT stabilize HCS | MT stabilize HCS Hoechst-high % | MT stabilize HCS cytotoxicity % | T cell modulator | T cell modulator vesicle-bound %
N#CN=C(N)c1ccccc1 | 0.3%&0.3% | i | 6.8 | -1 | 740 | 0.05&0.54 | 1272&977 | i | -6 | 2.7&-0.3 | 1014&1321 | -13 | -30 | 2.2 | 3.6 | 8.1 | i | 27
CN(C)c1ccc(NC(=O)COC(=O)CCC(=O)c2ccc(F)cc2)cc1 | 0.6% | i | 0.4 | 0 | 790 | 0.03 | 1018 | i | 37 | -3.4 | 925 | 19 | 29 | 2.3 | 2.4 | 8.3 | i | 41
C/C(=N\Nc1cc(C)nc(-c2ccccc2O)n1)c1ccccc1O | 2.6% | i | 0.4 | -18 | 704 | -0.51 | 1353 | / | / | 1.1 | 1326 | / | / | / | / | / | i | 23
COc1cc(/C=N/NC2=NS(=O)(=O)c3ccccc32)ccc1OC(C)=O | 0.0% | i | 0.0 | -4 | 782 | / | / | / | / | / | / | / | / | / | / | / | i | 27
O=c1c(N2CCOCC2)nsnc1N1CCOCC1 | -0.2% | i | 0.9 | / | / | 0.62 | 1379 | i | -9 | -1.7 | 1192 | 12 | 3 | 4.2 | 1.7 | 7.7 | i | 14
CCn1nccc1C(=O)Nc1ccc(S(=O)(=O)NC23CC4CC(CC(C4)C2)C3)cc1 | 1.7% | i | 0.5 | -14 | 729 | / | / | i | -3 | -0.8 | 527 | 64* | -12* | 2.6 | 1.7 | 7.9 | i | 12
Clc1ccc(-c2nc3ccccc3n2OCc2ccccc2)cc1 | 0.4% | i | 0.2 | / | / | 0.04 | 1471 | i | 0 | 0.7 | 1339 | 58 | 40 | 0.9 | 0.8 | 5.1 | i | 53
Cn1c(=O)oc2cc(S(=O)(=O)NCCN3CCCCCC3)ccc21 | -0.4% | i | 0.5 | / | / | -0.14 | 1691 | i | 1 | 0.0 | 1323 | -1 | 2 | 3.1 | 1.4 | 12 | i | 16
CC(=O)Nc1ccc(NC(=O)C(C)OC(=O)C2(c3ccc(F)cc3)CCCC2)cc1 (stereo not drawn) | -1.4% | i | 0.3 | 10 | 713 | / | / | i | 6 | -1.8 | 1050 | -4 | 6 | 7.4 | 3.6 | 5.7 | i | 47
COc1cc(OC)cc(C(=O)N2CCC(n3c(C)nc4cc(F)ccc43)CC2)c1 | / | + | 28* | / | / | 0.4 | 971 | i | 11 | -1.2 | 1195 | 69* | 14* | 4.1 | 2.3 | 10 | i | 26
COC(=O)Nc1[nH]ncc1[N+](=O)[O-] | 0.6% | i | 0.8 | -4 | 679 | -0.02 | 1461 | i | 1 | 0.5 | 995 | -14 | -3 | 2.1 | 1.5 | 1.3 | i | 38
COc1ccc(NS(=O)(=O)c2cccc(NC(=O)C34CCC(CC3)C4)c2)cc1 | -1.3% | i | 0.7 | 5 | 582 | 0.01 | 1334 | i | -14 | -1.2 | 944 | 2 | 10 | 4.6 | 3.0 | 4.5 | i | 56
O=C(NNc1nc(-c2ccccc2)cs1)c1cccs1 | -0.3% | i | 0.8 | -6 | 763 | -0.11 | 1017 | / | / | -1.2 | 1355 | / | / | / | / | / | i | 32
CCOc1ccccc1NC(=O)CCCCCN1C(=O)[C@@H]2Cc3ccccc3CN2C1=O | 0.0% | i | 1.0 | -28 | 670 | / | / | / | / | / | / | / | / | / | / | / | i | 7
C=CCOC(=O)C1=C(C)NC(=O)NC1c1ccc(O)cc1 (stereo not drawn) | -0.3% | i | 0.3 | 0 | 833 | / | / | / | / | / | / | / | / | / | / | / | i | 55
